BAZ2B inh = inhibitors of human BAZ2B bromodomain | AlphaScreen BAZ2B-H3K14Ac peptide displacement | Potency, µM (doses to about 114 µM), without a hit: top-dose activity change, negative = inhibition, usual class: inhibitors | Q9UIF8 | hit rate 4.4% among 360,000 | AID 504333; also: % is scaled to controls: 0 for no effect and ±100 for the full control effect; nearly all actives have a fitted effect of over 60% in size
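BAZ2B (50 nM) with biotin-H3(5-23)K14Ac peptide (50 nM) in PBS pH 7.4, 0.01% Tween-20, preformed 30 min, then compound 30 min at room temperature; top concentration 110uM. AlphaScreen streptavidin donor/nickel chelate acceptor beads (10 ug/mL final), 20 min dark, signal read.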
Tb PGK inh = inhibitors of T. brucei phosphoglycerate kinase | PGK/GAPDH coupled, Kinase-Glo luminescence, 60 min | Potency, µM (series often up to 57.5 µM), without a hit: at the top dose activity change, negative = inhibition, most hits filed as inhibitors | hit rate 0.043% among 380,000 | AID 602233; also: % is scaled to controls: 0 for no effect and ±100 for the full control effect; nearly all actives have a fitted effect of over 60% in size
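Luminescent ATP detection (Kinase-Glo Plus) follows a 60-minute room-temperature incubation, with wells lacking PGK as controls. Buffer: 100 mM TEA (pH 7.6), 5 mM MgCl2, 0.01% Tween-20. Coupling enzyme GAPDH (100 nM final) supplies unstable 1,3-BPG in-well.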
JMJD2A Tudor = JMJD2A Tudor domain (human) inhibition. O75164. AlphaScreen JMJD2A-Tudor / H3K4me3 peptide binding. Potency, µM (top dose mostly 114 µM), inactives show top-dose activity change, negative = inhibition, most hits filed as inhibitors. hit rate 4.4% among 390,000; also: % is scaled to controls: 0 for no effect and ±100 for the full control effect; nearly all actives have a fitted effect of over 50% in size
GLS inhibitor = blocks human kidney-isoform glutaminase activity; O94925; GLS enzymatic activity, qHTS titration; Potency, µM (series often up to 45.5 µM), for the others: at the top dose activity change, negative = inhibition, hits mostly inhibitors; hit rate 0.21% among 410,000; also: % is scaled to controls: 0 for no effect and ±100 for the full control effect
Target sequence (O94925 whole entry, looked up, canonical isoform): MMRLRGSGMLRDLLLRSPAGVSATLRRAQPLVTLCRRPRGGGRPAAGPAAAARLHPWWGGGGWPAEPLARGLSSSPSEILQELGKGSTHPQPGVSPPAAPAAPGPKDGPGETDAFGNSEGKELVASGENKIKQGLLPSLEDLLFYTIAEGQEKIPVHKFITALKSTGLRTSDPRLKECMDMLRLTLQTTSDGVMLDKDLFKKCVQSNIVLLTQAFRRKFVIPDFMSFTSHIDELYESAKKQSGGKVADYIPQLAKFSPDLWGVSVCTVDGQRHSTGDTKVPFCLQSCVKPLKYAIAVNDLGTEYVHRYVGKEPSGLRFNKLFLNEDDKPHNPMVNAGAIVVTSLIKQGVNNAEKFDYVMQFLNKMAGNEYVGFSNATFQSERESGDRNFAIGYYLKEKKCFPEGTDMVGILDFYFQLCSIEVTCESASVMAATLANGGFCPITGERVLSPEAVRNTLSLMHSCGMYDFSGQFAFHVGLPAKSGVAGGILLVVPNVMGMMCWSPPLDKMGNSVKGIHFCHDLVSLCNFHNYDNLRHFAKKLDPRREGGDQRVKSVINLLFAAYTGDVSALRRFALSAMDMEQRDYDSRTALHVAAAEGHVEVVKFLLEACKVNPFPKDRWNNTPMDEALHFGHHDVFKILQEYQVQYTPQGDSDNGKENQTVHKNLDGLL
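Human kidney-isoform GLS in 45 mM KH2PO4 pH 8.2, 0.02% Tween-20, with compound, started with 1mM L-Glutamine (added stock). Glutamate oxidase/HRP/Amplex red coupled fluorescence read at start and after 30 min at RT.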
Pol iota inh = DNA polymerase iota (human) inhibition | hit rate 1% among 390,000 | AID 588590 | Potency, µM (titrated, usually from 115 µM), for the others: at the highest dose activity, negative = inhibition, most hits filed as inhibitors | Q9UNA4 | Pol iota fluorescent replication assay, 10 min
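Pol iota at 10 nM preincubated 15 min with compounds at room temperature; reaction started with fluorescent substrate, 50 nM final. Fluorescence read kinetically at 0 and 10 min; buffer-only wells as negative control.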
G9a inh = G9a (human) methyltransferase inhibition | G9a H3K9 monomethylation, AlphaScreen, 2 h | Potency, µM (series often up to 102 µM), inactives show at the top dose activity, negative = inhibition, most hits filed as inhibitors | Q96KQ7 | hit rate 8.8% among 350,000 | AID 504332; also: % is scaled to controls: 0 for no effect and ±100 for the full control effect; nearly all actives have a fitted effect of over 75% in size
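AlphaScreen read-out: biotin-H3K9 peptide (500 nM) methylation by 20 nM enzyme with 20 uM SAM, 2 h at room temperature after 15 min compound preincubation; anti-monomethyl H3K9 antibody plus donor/acceptor beads, 10 min dark.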
HP1b binding inh = blocks HP1-beta chromodomain binding to methylated histone tails | AID 540317 | AlphaScreen HP1-beta / biotin-H3K9me3 peptide binding | Potency, µM (doses to about 114 µM), for inactives: at the highest dose activity change, negative = inhibition, hits mostly inhibitors | hit rate 0.56% among 390,000 | P83916; also: nearly all actives have a fitted effect of over 70% in size; inactives centre near 23
Target sequence (P83916 whole entry, looked up): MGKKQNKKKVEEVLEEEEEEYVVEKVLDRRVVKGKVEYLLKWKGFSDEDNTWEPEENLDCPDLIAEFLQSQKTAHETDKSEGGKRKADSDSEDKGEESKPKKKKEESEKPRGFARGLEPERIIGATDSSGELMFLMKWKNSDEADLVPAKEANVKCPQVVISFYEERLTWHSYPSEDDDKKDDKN
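AlphaScreen: HP1-beta (50 nM) preformed 30 min with biotin-H3(1-18)K9me3 peptide (50 nM) in PBS pH 7.4, 0.01% Tween-20. Compound added for 30 min at RT, then streptavidin donor/nickel chelate acceptor beads (10 ug/mL) for 30 min.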
Pin1 inhibitor = human Pin1 inhibition. Q13526. Pin1 FP peptide displacement, HiFluor488, 10 min. Potency, µM (doses to about 115 µM), for the others: at the highest dose activity, negative = inhibition, usual class: inhibitors. hit rate 0.009% among 390,000. AID 504891; active = well fitted inhibition curve with a large enough effect in the polarisation, with a control signal flat, not every such curve was filed as active; inconclusive = small, poorly fitted or top-dose-only effect, or effect the other way, or a change in a side signal; inactive = no such curve, though single readings can be large or run the other way; the % refers to the polarisation; also: % is scaled to controls: 0 for no effect and ±100 for the full control effect
Target sequence (Q13526 whole entry, looked up): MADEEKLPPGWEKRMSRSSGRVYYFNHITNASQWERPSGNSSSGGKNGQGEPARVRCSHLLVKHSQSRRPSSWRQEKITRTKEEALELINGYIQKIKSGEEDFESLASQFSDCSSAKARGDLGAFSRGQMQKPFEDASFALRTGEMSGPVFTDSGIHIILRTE
BLM helicase inh = blocks DNA unwinding by human BLM helicase; P54132; recombinant BLM DNA unwinding, fluorescence dequenching; Potency, µM (top dose mostly 56.1 µM), inactives show at the highest dose activity change, negative = inhibition, most hits filed as inhibitors; hit rate 0.2% among 350,000; AID 2528;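 also: plate controls were vehicle for no effect and no enzyme for full effect; nearly all actives have a fitted effect of over 35% in size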
The depositor's hits bear a star; i = inactive; ? = inconclusive; . = not tested or not shown; & = joins results of further samples; [ ] = another dose, or the depositor's remark. Unless noted, calls follow the shape of the dose curve; as a rule, active = well fitted curve in the direction sought with a large enough effect; inconclusive = small, poorly fitted or top-dose-only effect, or another doubt; inactive = no such curve, though single readings can be large; an effect the other way counts as inactive or inconclusive. Potency is read from the fitted curve at half-maximal effect. This is a subset; count on the stated rates, not on these rows.

entry	BAZ2B inh	Tb PGK inh	SMILES	JMJD2A Tudor	GLS inhibitor	Pol iota inh	G9a inh	HP1b binding inh	Pin1 inhibitor	BLM helicase inh
1	?	-4%	COc1ccc(OC)c(NC(=O)COc2coc(CN3CCc4ccccc43)cc2=O)c1	-28%	5%	?	?	6%	1%	.
2	-1%	-5%	C=CCn1c(SCc2ccc(C#N)cc2)nnc1-c1ccccc1	-7%	-4%	-4%	1.4µM*	39%[activator]	-7%	-3%
3	16%	2%	CCc1nnc(NC(=O)CSc2nnc(-c3ccccc3O)o2)s1	-15%[11.4 µM]	-12%	42%[activator]	.	?	13%	1%
4	-1%	-6%	CC(C)(C)c1ccc(-c2cc(C(=O)NNC(=O)Nc3ccccc3)c3ccccc3n2)cc1	-23%[11.4 µM]	-11%	-11%	-5%[12.7 µM]	-30%	?	-13%
5	3%	i	O=C(NCc1ccco1)c1nc2ncccn2n1	-10%	-12%	4%	7%[59 µM]	44%[activator]	-7%	0%
6	-1%	-1%	COc1ccc(Cc2nnc(SCC(=O)Nc3ccc(C)c(C)c3)o2)cc1OC	6%	-15%	-6%	-12%	31%	-1%	-10%
7	5%	2%	CN1CCN(c2nc3ccccn3c(=O)c2C=C(C#N)C#N)CC1	-12%	0%	33%[activator]	-5%[2.33 µM]	6%	4%	-1%
8	2%	-4%	CCC(=O)Nc1ccc2c(c1)nc(CCN1CCCCC1)n2C	-14%	0%	-20%	?	1%	1%	1%
9	-25%	-4%	CC(C)(C)C(=O)COC(=O)c1ccc(N)c([N+](=O)[O-])c1	-11%	8%	26%	3%	45%[activator]	-2%	-4%
10	-31%	-4%	COc1ccccc1N1CCN(C(=O)c2cc3c(=O)n(C)c4ccccc4c3n2C)CC1	-22%	8%	-9%	-14%	42%[activator]	1%	-5%
11	-12%	-2%	CC(C)(CNC(=O)Cc1ccc(Br)cc1)N1CCOCC1	-6%	-1%	109%[activator]	20%	8%	0%	-1%
12	-23%	-6%	COc1ccc(NC(=O)c2ccccc2)cc1	-27%	16%	-2%	-1%[0.501 µM]	16%	-1%	.
13	-20%	-5%	CCOC(=O)c1ccc(NC(=O)Cn2nc(SC)c(S(=O)(=O)c3ccc(Cl)cc3)c2N)cc1	-23%	-1%	-11%	-4%[59 µM]	28%	16%	-15%
14	4%	-3%	CC(C)C(NC(=O)c1cccs1)C(=O)NC1=NCCS1 (configuration not stated)	-30%	-20%	7%	2%[12.7 µM]	10%	-8%	1%
15	-13%	-8%	Cc1ccc(-n2nc3c(c2NC(=O)c2c(F)cccc2Cl)CS(=O)(=O)C3)cc1C	-11%	-3%	21%	54%[activator]	17%	2%	-5%
16	?	6%	O=C(O)c1ccc(/C=N/Nc2cccc(C(F)(F)F)c2)cc1	-23%	14µM*	106%[activator]	?	5%	-4%	-1%
17	8%	-8%	O=C(CC(=O)Nc1ccccc1C(F)(F)F)Nc1ccccc1C(F)(F)F	3%	1%	-8%	12%	35%[activator]	0%	-4%
18	.	.	O=S(=O)(Nc1c(Br)cc(Br)c2cccnc12)C1CC1	25µM*	.	13µM*	.	20%	?	.
19	-34%	-10%	O=C(O)C1=C[C@@H](c2ccc3c(c2)OCO3)C[C@@H](OCCCCO)O1	-12%	1%	?	?	68%[activator]	-1%	-1%
20	1%	-2%	CCN(CC)N=Nc1ccc(C(=O)O)cc1	-2%	-12%	1%	2µM*	40%[activator]	-6%	5%
21	-12%	-6%	CCSc1oc(-c2ccco2)nc1S(=O)(=O)c1ccc(Br)cc1	4%	-14%	?	?	16%	26%	-24%
22	0%	?	O=C(Nc1ccccc1F)c1ccc2c(Cl)c3c(nc2c1)CCC3	-10%	0%	-3%	-27%[59 µM]	24%	8%	-4%
23	2%	-1%	CC[N+](C)(C)CC/C=C1/c2ccccc2Sc2ccc(Cl)cc21	-2%	0%	36%[activator]	?	24%	-2%	27%
24	5%	-6%	Cc1ccc(C(=O)Nc2ccc3oc(-c4ccc(C(C)(C)C)cc4)nc3c2)cc1	-13%	15%	?	20%[59 µM]	20%	13%	-2%
25	-7%	-6%	O=C(c1cc2ccccc2o1)N1CCN(S(=O)(=O)c2ccccc2)CC1	-16%	0%	-1%	?	31%	-7%	.
26	-23%	i	Cc1ccc(S(=O)(=O)N(C)C)cc1NC(=S)Nc1cccc2ccccc12	-27%	1%	42%[activator]	?	-9%	-6%	-3%
27	?	-10%	COc1cc(/C=C2/SC(=S)N(CC(=O)NC(C)(C)C)C2=O)cc(OC)c1OC	?	-2%	26%	?	0%	54%[activator]	-5%
28	1%	0%	CCCCCn1c(CN2CCN(CCO)CC2)nc2c1c(=O)n(C)c(=O)n2C	-12%	-5%	16%	0%	29%	-7%	-1%
29	-8%	0%	O=C(CN(c1ccc(Cl)c(C(F)(F)F)c1)S(=O)(=O)c1ccccc1)N/N=C/c1cccc2c1OCCO2	-30%	0%	15%	9%[59 µM]	15%	1%	-14%
30	-3%	-9%	CCN(C(C)=O)c1nc(CCl)cs1	-15%	1%	27%	-8%	39%[activator]	-7%	1%
31	3%	i	Cc1cc(C(=O)NNC(=S)NCc2ccccc2)cs1	-21%	24%	0%	-40%[59 µM]	24%	-1%	4%
32	1%	7%	COC(=O)c1sc(SC)c(-c2ccon2)c1C	-1%	2%	-5%[58.9 µM]	.	11%	1%	-7%
33	-1%	0%	CC1(C)CC(=O)C2=C(C1)N(CCN1CCOCC1)C1=C(C(=O)CC(C)(C)C1)C2c1cccc(F)c1	2%	6%	12%	6%[12.7 µM]	44%[activator]	-5%	-1%
34	.	-7%	CCCCC1CCCOC(C(=O)NCCNCCO)(C(F)(F)F)C1 (configuration not stated)	?	-2%	21%&8%	.	27%&16%	1%&-1%	-1%
35	.	6%	CCOC(=O)C1=C(CN(CC)Cc2ccccc2)NC(=O)NC1c1ccc(Cl)cc1 (configuration not stated)	-21%	-4%	4%	-9%[59 µM]	22%	4%	-14%
36	4%	.	CS(=O)(=O)N1CCC(C(=O)NCC2CCCO2)CC1 (configuration not stated)	-5%	-5%	?	-1%[12.7 µM]	5%	-5%	0%
37	2%	-2%	Cc1ccc(-c2nc(C=Nc3cccc(C)c3)c(O)o2)cc1	-3%	-5%	7%	-36%	36%	?	-2%
38	1%	-4%	CNC(=O)C1CCC(Cn2c(=O)c3sccc3n(Cc3ccc(F)cc3)c2=O)CC1 (configuration not stated)	-8%	2%	31%[activator]	19%[59 µM]	20%	-10%	3%
39	11%	i	COc1ccc(CC(=O)NNC(=S)NC(=O)c2cccnc2)cc1	20µM*	-12%	?	.	15%	-1%	0%
40	-8%	4%	COc1cccc(/C=N/NC(=O)CN(CCc2ccccc2)S(=O)(=O)c2ccc(NC(C)=O)cc2)c1	-30%	6%	28%	-11%[59 µM]	4%	4%	-4%
41	8%	i	CC(=O)N1N=C(c2ccc(Cl)cc2)OC1(C)C	-10%	10%	61%[activator]	-13%[59 µM]	12%[57 µM]	0%	-6%
42	7%	i	O=C(c1cccc(NC2=NC3CS(=O)(=O)CC3S2)c1)N1CCN(c2ccc(F)cc2)CC1 (configuration not stated)	-14%	9%	3%	.	21%	7%	1%
43	-7%	-10%	Fc1ccc(OCc2nn3c(Cn4nnc5ccccc54)nnc3s2)cc1	?	-13%	-3%	11µM*	-21%	?	0%
44	-4%	-7%	CCN(CC)S(=O)(=O)c1cc(NC(=O)CN2CCN(c3ccccn3)CC2)ccc1C	9%	4%	33%[activator]	0%	29%	3%	-2%
45	7%	-1%	O=S(=O)(NC1CCSc2ccccc21)c1ccccc1 (configuration not stated)	-7%	4%	-14%	22%	-18%	?	-2%
46	-8%	.	CCc1ccccc1NC(=O)N1CCN(c2nnc(C)c3c(C)n(-c4ccccc4)nc23)CC1	-9%	8%	13%	12%[59 µM]	1%	-6%	1%
47	.	0%	Cc1ccccc1OCC(=O)OCC(=O)Nc1ccc2c(c1)OCO2	-10%	5%	22%	.	18%	-3%	.
48	6%	2%[11.5 µM]	CC1CCCN(CC(=O)Nc2ccc(S(=O)(=O)N3CCCCC3)cc2)C1 (configuration not stated)	-13%	-1%	-11%	-7%[59 µM]	26%	-3%	1%
49	-11%	3%	O=c1[nH]c(=O)c2nc(-c3ccc(Cl)cc3)cnc2[nH]1	-10%	-11%	31%[activator]	?	?	5%	2%
50	5%	-4%	CC1CCCCC1NC(=O)COC(=O)CCC(=O)c1cccs1 (configuration not stated)	-5%	-1%	-10%	19%[2.33 µM]	19%	0%	.
51	.	1%	CCOC(=O)c1ccc(NC(=O)C2CC3CCC2C3)cc1 (configuration not stated)	25%	-5%	42%[activator]	.	56%[activator]	-9%	.
52	3%	-4%	COC(=O)c1cccc(NC(=O)CC2C(=O)NCCN2C(=O)c2ccc(F)cc2F)c1 (configuration not stated)	-14%	0%	47%[activator]	26%	22%	-3%	2%
53	99%[activator]	-1%	FC(F)(F)c1ccc(Oc2ccc3ccccc3c2Br)nc1	134%[activator]	-8%	76%[activator]	114%[activator][59 µM]	189%[activator]	-9%	-2%

Only BAZ2B inh, Pin1 inhibitor and G9a inh, for 2 of the compounds above:
entry	smiles	BAZ2B inh	Pin1 inhibitor	G9a inh
50	CC1CCCCC1NC(=O)COC(=O)CCC(=O)c1cccs1 (configuration not stated)	5%	0%	19%[2.33 µM]
51	CCOC(=O)c1ccc(NC(=O)C2CC3CCC2C3)cc1 (configuration not stated)	.	-9%	.

Source: PubChem (National Center for Advancing Translational Sciences (NCATS))
